D1 antag = blocks dopamine activation of the human D1 receptor | activity change, negative = inhibition, % at 10 µM | HEK293 TREx D1 cells, calcium flux, dopamine EC80; hits give low values | AID 504652 | hit rate 3.2% among 360,000 | P21728; in the data active = activity change below about -30%; also: % is scaled to controls: 0 for no effect and ±100 for the full control effect
Target sequence (P21728 whole entry, looked up): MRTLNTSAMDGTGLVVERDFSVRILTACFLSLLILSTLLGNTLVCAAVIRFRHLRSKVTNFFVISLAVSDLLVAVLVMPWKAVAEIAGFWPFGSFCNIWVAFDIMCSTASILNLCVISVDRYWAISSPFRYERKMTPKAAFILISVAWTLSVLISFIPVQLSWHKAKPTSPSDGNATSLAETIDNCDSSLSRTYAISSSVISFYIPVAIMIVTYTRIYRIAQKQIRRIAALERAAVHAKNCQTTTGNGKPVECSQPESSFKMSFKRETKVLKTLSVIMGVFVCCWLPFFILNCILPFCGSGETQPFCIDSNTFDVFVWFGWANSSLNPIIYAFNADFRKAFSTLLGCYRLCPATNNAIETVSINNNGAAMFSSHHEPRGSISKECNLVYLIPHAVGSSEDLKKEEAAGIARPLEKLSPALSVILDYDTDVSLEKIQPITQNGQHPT
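Using tetracycline-induced force-coupled D1 Hek293 cells and a calcium dye, signals were followed for 180 s after compound, then for 180 s after EC80 dopamine, to detect inhibitors.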
RXFP1 antagonist = RXFP1 (human) relaxin receptor antagonism | Q9HBX9 | HEK293-RXFP1, relaxin-stimulated cAMP HTRF, 30 min; hits give low values | activity change, negative = inhibition, % at 57.5 µM | hit rate 0.59% among 350,000;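 active = activity change of -60% or lower, but not beyond a set lower limit; inconclusive = change between -60% and -40%, or beyond the set limit; inactive = change above -40%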; also: % is scaled to controls: 0 for no effect and ±100 for the full control effect
D1 agonist = agonists of human D1 dopamine receptor | activation, % at 2 µM | hit rate 1% among 360,000 | HEK293 T-REx D1 cells, calcium flux, agonist mode; in the data active = activation above about 30%; also: 0% is about no effect
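Inducible HEK293 T-REx D1 cells, force-coupled to calcium signalling, were plated at 4000 cells/well with tetracycline and held overnight at 30 C. After no-wash calcium dye loading, compound-evoked calcium rise over 180 s flagged agonists.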
D1 PAM = human D1 dopamine receptor positive modulation | P21728 | HEK293 TREx D1 cells, calcium flux, dopamine EC20 potentiation | potentiation, % at 10 µM | hit rate 0.036% among 360,000; in the data active = potentiation above about 30%; also: 0% is about no effect
RXFP1 ag = agonists of human relaxin receptor RXFP1. hit rate 0.3% among 370,000. AID 2676. Potency, µM (series often up to 57.5 µM), inactives show at the highest dose activation, most hits filed as activators. HEK293T-RXFP1 cAMP TR-FRET, 30 min; response scale: percent of porcine relaxin response, buffer zero; also: potency is read from the fitted curve at half-maximal effect; % is scaled to controls: 0 for no effect and ±100 for the full control effect; nearly all actives have a fitted effect of over 60% in size; many of its hits are not listed in these tables
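cAMP rise read by TR-FRET after 30 min, 37C compound exposure (up to 58 uM) in RXFP1-transfected HEK293 cells with Ro 20174 present. EC50 from Hill-equation fits, with 29 nM porcine relaxin as 100% and buffer as basal.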
TRHR PAM = allosterically enhances the human TRH receptor; hit rate 0.66% among 360,000; TRHR cells, fluo-8 calcium fluorescence, EC20 TRH enhancement; enhancement, % at 2 µM; in the data active = enhancement above about 30%; also: 0% is about no effect
Target sequence (P34981 whole entry, looked up): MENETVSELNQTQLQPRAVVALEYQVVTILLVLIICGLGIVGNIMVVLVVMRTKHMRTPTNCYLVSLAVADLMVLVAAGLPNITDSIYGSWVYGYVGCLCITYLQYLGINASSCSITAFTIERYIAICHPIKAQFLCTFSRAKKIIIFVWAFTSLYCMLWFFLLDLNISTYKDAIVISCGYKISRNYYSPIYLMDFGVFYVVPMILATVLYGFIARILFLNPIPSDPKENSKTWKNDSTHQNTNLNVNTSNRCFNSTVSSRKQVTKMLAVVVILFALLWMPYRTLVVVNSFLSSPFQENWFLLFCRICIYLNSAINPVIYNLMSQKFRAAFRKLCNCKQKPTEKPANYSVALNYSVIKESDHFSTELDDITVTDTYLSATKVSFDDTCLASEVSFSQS
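TRHR-expressing cells loaded with fluo-8 calcium dye were read kinetically (ex 480/em 530) during compound addition, then stimulated with an EC20 of TRH (10 nM final). Enhancement of the Gq-mediated intracellular calcium response was scored.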
Apoferritin bind = binds horse apoferritin like a general anesthetic; Potency, µM (highest dose often 77.5 µM), for inactives: at the top dose activity change, negative = displacement, most hits filed as inhibitors; apoferritin/1-aminoanthracene competitive binding, fluorescence; AID 485281; P02791; hit rate 0.074% among 350,000; also: potency is read from the fitted curve at half-maximal effect; % is scaled to controls: 0 for no effect and ±100 for the full control effect; nearly all actives have a fitted effect of over 20% in size
Target sequence (P02791 2-175 limits assumed): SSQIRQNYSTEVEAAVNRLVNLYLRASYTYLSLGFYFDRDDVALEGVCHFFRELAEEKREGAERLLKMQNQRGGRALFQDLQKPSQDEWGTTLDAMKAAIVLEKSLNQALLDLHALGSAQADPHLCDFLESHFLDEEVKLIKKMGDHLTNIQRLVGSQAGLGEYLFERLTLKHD
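Horse-spleen apoferritin (10 uM) in 50% saturated 1-aminoanthracene in PBS was incubated 10 min at room temperature with compound. Fluorescence (ex 380, em 535 nm) was normalized to free and bound 1-AMA, with concentration-response fitted by a four-parameter Hill equation.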
D2 PAM = positive allosteric modulators of human D2 dopamine receptor. potentiation, % at 10 µM. hit rate 0.34% among 340,000. HEK293 T-REx D2, calcium flux, EC20 dopamine potentiation. P14416;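 active = potentiation over 3 SD above the plate norm, cut at about 30% in these data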; also: 0% is about no effect
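Using a no-wash calcium dye in inducible, force-coupled HEK293 Trex cells expressing D2, we tracked fluorescence each second for 180 s after compound, then for 180 s after EC20 dopamine to detect augmented signalling.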
TRHR ag = agonists of human TRH receptor; P34981; TRHR cells, calcium flux fluo-8, FDSS agonist mode; activation, % at 2 µM; hit rate 0.18% among 360,000; in the data active = activation above about 30%; also: 0% is about no effect
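TRHR-expressing cells, plated overnight in medium with 10% serum, were loaded with fluo-8 calcium dye at room temperature. After a 10 s baseline, library compound was pin-added and calcium release was recorded kinetically (ex 480/em 530) as agonist response.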
The depositor's hits bear a star; ? = inconclusive; . = not tested or not shown; [ ] = another dose, or the depositor's remark. Unless noted, calls follow the shape of the dose curve; as a rule, active = well fitted curve in the direction sought with a large enough effect; inconclusive = small, poorly fitted or top-dose-only effect, or another doubt; inactive = no such curve, though single readings can be large; an effect the other way counts as inactive or inconclusive.

SMILES | D1 antag | RXFP1 antagonist | D1 agonist | D1 PAM | RXFP1 ag | TRHR PAM | Apoferritin bind | D2 PAM | TRHR ag
Cc1ccc(CN(C)C(=O)c2ccccc2Oc2ccccc2)o1 | -10 | -8 | 1 | 0 | 1.7% | -6 | ? | . | 0.3
CCCc1nnc(NC(=O)Cc2coc3ccc(C(C)C)cc23)s1 | -1 | -10 | -1 | 7 | -0.4% | -6 | 4% | -24 | 0.8
O=C(CCNC(=O)c1ccccc1)OCC(=O)c1ccccc1 | 3 | 3 | 2 | 3 | -2.1% | -3 | -5% | -2 | -0.1
O=C(CC1Sc2ccc(C(F)(F)F)cc2NC1=O)Nc1ccc(Cl)c(C(F)(F)F)c1 (stereo unspecified) | -4 | . | 17 | -2 | 4.2% | 1 | -14% | . | 2.9
Cn1c(=O)n(C)c2cc(NS(=O)(=O)c3ccc(Cl)cc3)c(NCc3ccccc3)cc21 | -6 | -8 | 7 | -5 | 0.1% | 4 | 1% | 2 | -0.9
NS(=O)(=O)c1ccc(NC(=S)N2CCN(c3ccccc3Cl)CC2)cc1 | -40* | . | 5 | -8 | 2.0% | 22 | -8% | -13 | 0.6
C=CCN(C(=O)CSc1nc2[nH]ncc2c(=O)n1-c1ccccc1OC)c1ccccc1 | 30 | 0 | 6 | -2 | 1.9% | -5 | -19% | 6 | 31*
C=CCSC1=N/C(=C\c2cc(OCC)c(OC(C)=O)c([N+](=O)[O-])c2)C(=O)S1 | -3 | 3 | 5 | 1 | -3.2% | 20 | -5% | -2 | -0.2
CCOC(CNC(=O)c1ccc(CNC(=O)c2ccc(OC)c(OC)c2)cc1)OCC | 5 | -5 | 0 | -2 | -0.2% | -1 | -3% | . | 0.8
O=C(NNC(=O)c1ccccc1Cl)c1cccs1 | 30 | -7 | 1 | -1 | 0.0% | 4 | -8% | 32* | 0.0
CCC(C)c1ccc(OCc2ccc(C(=O)OC)o2)cc1 (stereo unspecified) | 18 | -26 | 5 | -3 | -0.6% | -3 | -1% | -2 | -1.6
Cc1cc(S(=O)(=O)NCc2ccccc2)ccc1OCC(=O)N1CCOCC1 | 0 | 18 | 0 | -6 | 0.3% | -2 | -8% | . | 0.0
Cn1ncc(C#N)c1/N=C/N1CCCCCC1 | 6 | -7 | -1 | -2 | -4.1% | -4 | -19% | 11 | 0.0
Cc1cc2c(s1)c1cnn(Cc3ccccc3Cl)c(=O)c1n2C | 14 | . | 1 | -2 | . | -2 | . | . | 1.4
COC(=O)c1sccc1NC(=O)c1csc2c1CCCC2 | 23 | -2 | 5 | 0 | 1.6% | -4 | -6% | . | 0.1
COc1ccc(C2NC(=S)NC(C)=C2C(=O)N2CCOCC2)cc1 (stereo unspecified) | 17 | -5 | 3 | -5 | 1.5% | 1 | -10% | 0 | 0.4
Cc1cc(C(F)(F)F)cc(NNC(=O)NC(=O)c2c(F)cccc2Cl)n1 | -1 | 5 | 1 | -1 | 0.0% | 7 | -5% | 3 | 0.6
CCC(c1nnc(SCC(=O)NCCc2ccc(Cl)cc2Cl)o1)N(C)C (stereo unspecified) | -3 | -9 | 1 | -1 | -0.9% | -6 | -17% | 3 | 0.2
Cc1cccc(OCC(=O)O/N=C(\N)c2ccccn2)c1C | -8 | 4 | 2 | -2 | 1.8% | 0 | ? | -5 | -0.2
O=C(COC(=O)CC12CC3CC(CC(C3)C1)C2)Nc1ncc(Cl)cc1Cl | 3 | 18 | 1 | 0 | 2.9% | -1 | 20µM* | 4 | 0.2
Cc1cc(Br)cc(C)c1OCC(=O)NNC(=O)CCC(=O)NCc1ccccc1 | 26 | -3 | -3 | -8 | 3.7% | -3 | -1% | 0 | -0.1
O=c1cc(NS(=O)(=O)c2ccccc2)nc(SCc2ccccc2Cl)[nH]1 | 3 | -6 | 5 | -7 | 0.6% | 10 | ? | 1 | 0.1
COc1ccc(S(=O)(=O)N2CCN(c3ncnc4c(-c5ccccc5)nsc34)CC2)cc1 | 8 | 6 | 1 | -4 | -0.1% | 15 | -8% | 7 | 0.7
O=C(CN1C(=O)C2CC=CCC2C1=O)NC1CCCCC1 (stereo unspecified) | -28 | . | 2 | -3 | 2.1% | -1 | -11% | -3 | -0.4
O=C(CN1C(=O)CSc2ccccc21)NCCC1=CCCCC1 | -3 | . | -1 | 0 | 1.3% | -4 | -8% | -8 | -0.4

Structures from the list above that have fluorine:
SMILES | D1 antag | RXFP1 antagonist | D1 agonist | D1 PAM | RXFP1 ag | TRHR PAM | Apoferritin bind | D2 PAM | TRHR ag
O=C(CC1Sc2ccc(C(F)(F)F)cc2NC1=O)Nc1ccc(Cl)c(C(F)(F)F)c1 (stereo unspecified) | -4 | . | 17 | -2 | 4.2% | 1 | -14% | . | 2.9
Cc1cc(C(F)(F)F)cc(NNC(=O)NC(=O)c2c(F)cccc2Cl)n1 | -1 | 5 | 1 | -1 | 0.0% | 7 | -5% | 3 | 0.6

Further entries.
SMILES | D1 antag | RXFP1 antagonist | D1 agonist | D1 PAM | RXFP1 ag | TRHR PAM | Apoferritin bind | D2 PAM | TRHR ag
CCCCN(C)CCCNC(=O)/C=C1\Sc2ccccc2NC1=O | 9 | -3 | 3 | -2 | 5.8% | 3 | -7% | . | -0.2
CSCCC(NC(=O)c1ccccc1Cl)C(=O)N(C)Cc1cccs1 (stereo unspecified) | 0 | -7 | 1 | -1 | 2.8% | 5 | -16% | -2 | 0.1
Cc1ccc(N2C(=O)c3ccccc3C2Nc2ccc(S(=O)(=O)N3CCOCC3)cc2)nc1 (stereo unspecified) | -4 | 1 | 0 | 0 | 0.5% | -3 | -14% | 0 | 0.0
Cc1cccc(Cn2c(O)c(N=NC(=S)Nc3ccccc3F)c3ccccc32)c1 | -17 | -3 | 1 | -4 | 2.5% | -3 | -10% | -13 | 0.2
COCCNC(=O)C1CCCN(S(=O)(=O)c2c(C)noc2/C=C/c2cccs2)C1 (stereo unspecified) | -14 | 0 | 6 | 11 | 0.0% | 4 | -4% | -9 | 0.1
CCc1cccc(NC(=S)N(CCOC)C(C)c2ccco2)c1 (stereo unspecified) | 0 | -1 | 1 | -7 | 4.0% | -7 | -12% | -10 | -0.6
CCOc1ccccc1NC(=O)CSc1nc2ccccc2nc1N1CCCC1 | 28 | -7 | 1 | 2 | 4.7% | 15 | 174%[activator] | -1 | 0.2
CN(C)c1ccc(C(=O)NCc2ccc3c(c2)CCO3)cc1 | -1 | 12 | 2 | -4 | 2.2% | 3 | 7% | -13 | 0.0
O=S(=O)(NCc1ccc2c(c1)OCO2)c1cccc2cccnc12 | -52* | 2 | 8 | 4 | 1.4% | 1 | -18% | 1 | 0.4
COc1cc(CNC(C)(C)C)cc(Br)c1OCc1cccs1 | 12 | -11 | 14 | -8 | 0.3% | 1 | 9% | -7 | 1.5
COc1cccc(CNc2ccc(C)c(Cl)c2)c1 | -11 | -8 | 0 | -3 | -2.8% | -2 | ? | 13 | 0.5
CCOC(=O)c1c(C)[nH]c(N=Nc2cccc(OC)c2)c1C | -11 | -8 | 3 | -3 | 0.6% | -7 | ? | 3 | 0.3
CCOC(=O)c1c(NC(=O)C2=C(C)NC(=S)NC2c2ccc(F)cc2F)sc(C)c1C (stereo unspecified) | -30 | -8 | 0 | -7 | 0.8% | 3 | 6% | -1 | 0.2
CCOC(=O)c1cn2nc(Oc3cccc(C(F)(F)F)c3)ccc2n1 | 0 | -14 | 1 | -1 | -0.4% | 0 | -17% | -5 | -0.7
O=C(NC1CCCCCC1)C(=S)N1CCOCC1 | 4 | 10 | 0 | 1 | 1.7% | -1 | -5% | 2 | 0.3
O=C(Cc1ccc(NC(=O)N2CCCCc3ccccc32)cc1)Nc1ccccc1Br | 0 | . | 17 | -4 | -0.4% | -4 | 7% | 4 | 1.7
O=C(c1ccc(C(F)(F)F)cc1)N1CCCCC1 | -4 | 6 | 2 | -1 | 0.4% | -7 | -6% | . | -0.1
NS(=O)(=O)c1ccc(CNC(=O)c2ccc(Cl)cc2[N+](=O)[O-])cc1 | 2 | 1 | 2 | -7 | -0.2% | -4 | 2% | -5 | -0.1
O=c1[nH][nH]c(=S)n1-c1ccccc1C(F)(F)F | 11 | . | 2 | -5 | -0.7% | -3 | 1% | -3 | 0.4
CC(C1CC1)N(C(=O)NC1CCS(=O)(=O)C1)c1ccccc1 (stereo unspecified) | 2 | -4 | 1 | -4 | -1.6% | 2 | -11% | 10 | -0.4
Cc1cccc(NC(=O)CNC(=O)c2sc3ccccc3c2Cl)n1 | 4 | -21 | 3 | -4 | 11% | 5 | . | 1 | 0.2
Cc1ccc(C(=O)O)cc1-n1c(C)ccc1-c1ccccc1 | 6 | 2 | -1 | -2 | -2.9% | 1 | 0% | 10 | -1.4
CC(Oc1ccccc1)C(=O)Nc1ccc(S(=O)(=O)N2CCOCC2)cc1 (stereo unspecified) | 6 | -4 | 14 | -2 | 1.3% | -2 | -24% | 7 | 0.8
Cc1ccc(C(C)C)c(OCC(=O)Nc2cc(-c3nc4ccccc4[nH]3)ccc2C)c1 | -6 | -23 | 9 | -4 | -1.2% | 6 | 46%[activator] | -4 | -2.6
CCOc1cc(C(=S)N2CCOCC2)ccc1OC(=O)c1cccc(C)c1 | -16 | -10 | 5 | -5 | 2.0% | -8 | -16% | 3 | 0.0

(further entries)
SMILES | D1 antag | RXFP1 antagonist | D1 agonist | D1 PAM | RXFP1 ag | TRHR PAM | Apoferritin bind | D2 PAM | TRHR ag
COc1ccc(N=C2SC(C(=O)O)CC(=O)N2C)cc1 (stereo unspecified) | 21 | -14 | 3 | -2 | 1.4% | -2 | 8% | -5 | 0.6
COC(=O)c1c(NC(=O)c2ccco2)sc2c1CCC2 | -3 | -15 | 7 | 3 | -4.9% | 7 | -12% | 30* | -1.4
O=C(NNC(=S)NC(=O)c1cn(-c2ccccc2)nc1-c1ccccc1)c1ccncc1 | 2 | 1 | 6 | 6 | 0.0% | -3 | -13% | 22 | -1.0
CSCCC(NS(=O)(=O)c1ccc2c(c1)oc(=O)n2C)C(=O)N1CCN(c2cc(C)ccc2C)CC1 (stereo unspecified) | 3 | -8 | 0 | 1 | -0.1% | -3 | -12% | 0 | 0.1
O=C(Nc1ccc(NS(=O)(=O)c2ccccc2)cc1)c1cccnc1 | -5 | -8 | 2 | -3 | -0.4% | 0 | -23% | -11 | 0.9
COc1ccccc1Nc1nc2ccccc2n1C | -5 | . | 2 | -5 | 0.2% | -5 | 2% | -11 | -0.7
N#CCN1C(=S)N=C(Nc2cccc(Cl)c2)C12CCCCC2 | 12 | -5 | 11 | -7 | 4.0% | -6 | -7% | 15 | -0.9
COc1ccc(OC)c(NC(=O)c2cccc(S(=O)(=O)N(Cc3ccccc3)c3ccccc3OC)c2)c1 | 0 | 7 | 6 | -3 | 5.3% | 2 | -2% | 2 | 0.2

A portion of the library; rates above refer to the full screens.
